Rtt109 HAT inh – inhibitors of C. albicans Rtt109/Vps75 HAT, primary screen, biochemical, ThioGlo CoA-SH fluorescence, plate reader | Histone acetyltransferase RTT109 (Candida albicans (strain SC5314 / ATCC MYA-2876)), … | inhibition, % at 34.9 µM | purified Rtt109/Vps75, 4 h | 0.16% of 330,000 active;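 active = inhibition of at least 50% in every replicate; inconclusive = best replicate reaches 50% inhibition but some replicates fall short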
CDK5 inh – inhibitors of human CDK5/p35 kinase, primary screen, biochemical, single concentration; inhibition, % at 10 µM; 0.01% of 330,000 active; Recombinant CDK5/p35, ADP-Glo luminescence, 60 min;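 active = highest replicate inhibition of at least 50% and at least 75% of replicates reaching 50%; inconclusive = only one of the two criteria met; inactive = both criteria failed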;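 also: plate controls were DMSO neutral control for no effect and GW8510 at 10 µM for full effect; many of its hits are not listed in these tables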
Target sequence (Q00535 whole entry, looked up): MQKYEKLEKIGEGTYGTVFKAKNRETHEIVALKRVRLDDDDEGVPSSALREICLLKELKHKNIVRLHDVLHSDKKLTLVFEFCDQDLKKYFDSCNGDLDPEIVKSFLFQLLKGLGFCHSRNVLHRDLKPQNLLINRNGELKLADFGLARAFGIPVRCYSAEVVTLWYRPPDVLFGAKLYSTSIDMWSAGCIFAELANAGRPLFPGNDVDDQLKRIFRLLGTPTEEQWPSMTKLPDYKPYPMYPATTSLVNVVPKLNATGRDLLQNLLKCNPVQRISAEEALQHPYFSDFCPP
Target sequence (Q15078 whole entry, looked up): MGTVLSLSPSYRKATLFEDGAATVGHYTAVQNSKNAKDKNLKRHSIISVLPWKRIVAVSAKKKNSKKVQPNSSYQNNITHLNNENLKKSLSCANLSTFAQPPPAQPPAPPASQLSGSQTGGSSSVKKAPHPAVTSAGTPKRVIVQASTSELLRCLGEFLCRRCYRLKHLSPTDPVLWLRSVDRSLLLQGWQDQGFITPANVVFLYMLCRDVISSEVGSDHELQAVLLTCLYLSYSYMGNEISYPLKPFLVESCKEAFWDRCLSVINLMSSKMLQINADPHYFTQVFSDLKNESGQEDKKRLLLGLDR
MITF act – activators of MITF-driven TRPM1 promoter reporter, primary screen, cell-based, SK-MEL-5, luciferase, single point | AID 588334, 2011 | SK-MEL-5 TRPM1-promoter luciferase, 24 h; % of positive control, neutral wells = 0 | 0.75% of 300,000 active | activation, % at 12.5 µM;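 active = mean activation of at least 80% with every replicate also reaching 80%; inconclusive = mean reaches 80% but some replicate falls short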;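 also: 0% = neutral control wells and 100% = parthenolide positive control wells; values of inactives mirror those of a sister screen read the other way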
CAL PDZ FP-1 – untagged CAL PDZ binding inhibitors, primary screen, biochemical, fluorescence polarization, HTS. Golgi-associated PDZ and coiled-coil motif-containing protein (Homo sapiens), Q9HD26. purified CAL PDZ, TMR-peptide fluorescence polarization, 1 h. inhibition, % at 24.9 µM. 0.92% of 300,000 active. AID 602252, 2012;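 active = mean inhibition of at least 30% with at least half of replicates also reaching 30%; inconclusive = no clear call, values can overlap the other calls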;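 also: 0% = DMSO neutral control and 100% = excess unlabeled competitor peptide PRC23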
RTF Ca sens act – cardiac RTF calcium sensitivity activators, primary screen, biochemical, IANBD-TnC fluorescence, EC20 calcium; Troponin I, cardiac muscle (Homo sapiens) + Troponin T, cardiac muscle (Homo sapiens) + …; IANBD-labeled TnC RTF fluorescence at EC20 calcium; 0% EC20 calcium, 100% full calcium; activation, % at 7.2 µM; 0.24% of 340,000 active;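 active = activation above the mean over all tested compounds plus 3 SD, cut at about 30% in these data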;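 also: rise in fluorescence read as greater calcium sensitivity of cardiac thin filaments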
V-ATPase pH – regulators of yeast V-ATPase proton pumping, primary screen, pHLuorin cytosolic pH fluorescence; S. cerevisiae; response, % at 10 µM; 0.37% of 350,000 active; AID 504577, 2011; in the data active = response mostly above about 7.3%, no sharp cut-off; inactive = mostly below about 5.4%; also: actives read high; inactives centre near 0; some compounds called inactive have numbers as strong as hits; reference of the scale not given here
CAL PDZ FP-2 – CAL PDZ peptide-binding inhibitors, primary screen, biochemical, fluorescence polarization, Cer-tagged CAL PDZ, HTS | purified CAL PDZ, TMR-peptide fluorescence polarization, 1 h | inhibition, % at 20 µM | 0.02% of 330,000 active | AID 504414, 2011;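 active = highest replicate inhibition of at least 40%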;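 also: plate controls were DMSO neutral control wells for no effect and unlabeled competitor peptide control wells for full effect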
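System: tagged CAL PDZ domain. Schedule: 1 h room-temperature incubation prior to read. Signal: fluorescence polarization (mP). Measure: percent inhibition from loss of millipolarization.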
Tat transport – E. coli Tat export inhibitors, primary screen, MC4100, TorA-mCherry reporter, fluorescence, single point. inhibition, % at 10 µM. 0.036% of 340,000 active. AID 488895, 2010;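 active = mean replicate inhibition at least 50% and at least half of replicates individually reaching 50%; inconclusive = only one of the two criteria met; inactive = neither criterion met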;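 also: exported cargo escapes ClpAP degradation while cytoplasmic cargo is degraded and loses fluorescence; 0% = median of neutral control wells and 100% = median of NaSCN control wells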
dFosB act – activators of delta FosB homodimer, primary screen, biochemical, fluorescence polarization, TAMRA-CDK5 oligo, single point. Protein FosB (Mus musculus), P13346. purified delta FosB; percent of positive-control signal above neutral wells. activation, % at 25 µM. 0.99% of 340,000 active. AID 493131, 2011;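 active = mean activation above about 17%, with every replicate also reaching it, limit read from the data, passing the limit was not always enough; inconclusive = only one of the two conditions met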;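 also: fluorescence polarization rise as delta FosB binds a TAMRA Cdk5 AP-1 oligo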
Target sequence (P13346 whole entry, looked up): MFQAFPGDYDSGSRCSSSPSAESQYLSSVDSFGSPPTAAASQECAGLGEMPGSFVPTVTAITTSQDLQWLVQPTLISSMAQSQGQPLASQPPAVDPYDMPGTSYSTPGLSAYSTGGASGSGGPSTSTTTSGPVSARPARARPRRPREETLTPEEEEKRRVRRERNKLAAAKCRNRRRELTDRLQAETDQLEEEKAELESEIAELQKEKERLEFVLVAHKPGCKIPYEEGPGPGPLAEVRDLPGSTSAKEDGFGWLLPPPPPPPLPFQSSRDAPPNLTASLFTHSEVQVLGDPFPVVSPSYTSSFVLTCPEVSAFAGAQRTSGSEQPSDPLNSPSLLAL
Wnt bcat act – Wnt/beta-catenin pathway activators, primary screen, cell-based, plate reader, single point. 1.2% of 300,000 active. Wnt/beta-catenin reporter cell assay, activator. activation, % at 9.35 µM. AID 743398, 2014; in the data active = activation above about 30%, passing the limit was not always enough; inconclusive = no clear call, values can overlap the other calls;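 also: 0% = neutral control wells and 100% = positive control wells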
* marks the source's active call; other numbers are inactive results; ? = inconclusive; nt = no result given. No enrichment for hits; any-hit rate near 4.1%.

Fields – Rtt109 HAT inh	CDK5 inh	MITF act	CAL PDZ FP-1	RTF Ca sens act	V-ATPase pH	CAL PDZ FP-2	Tat transport	dFosB act	Wnt bcat act
COc1ccc2[nH]c3c(=O)n(Cc4ccc(C(=O)NCC5CCCO5)cc4)c(=S)[nH]c3c2c1 (configuration not stated)
    -1	2.0	-4	nt	-6	-1	-0.5	-1	1	0
CC(=O)Nc1ccc(NS(=O)(=O)c2ccc3ccccc3c2)cc1
    10	0.9	nt	-1	3	-4	-1.0	?	-8	-1
CC(=O)Oc1ccc(C(=O)OCC(=O)c2c(N)n(C)c(=O)n(C)c2=O)cc1OC(C)=O
    -6	0.6	-6	3	-5	-2	-3.1	-3	-2	0
CN(CC(=O)N1CCc2ccccc21)S(=O)(=O)c1cccc2cccnc12
    -7	-0.2	-8	-6	0	3	-0.7	-3	2	-1
CCNc1nnc(-c2ccncc2)s1
    -2	-0.5	2	-2	-1	-1	-2.1	3	-10	7
CC(=O)c1cccc(NC(=O)COc2ccccc2C(=O)c2cc(C#N)c(=O)n(C3CCCCC3)c2)c1
    2	-0.7	1	2	2	1	-1.3	-1	7	nt
CS(=O)(=O)c1cccc(-c2csc(N3CCC(C(N)=O)CC3)n2)c1
    1	-4.5	50	-3	5	-4	-1.1	3	-5	9
Cc1ccc(CN(C(=O)Cn2nnc3ccccc32)C(C(=O)NCc2ccco2)c2cccs2)cc1 (configuration not stated)
    1	-4.7	-7	-4	-1	-2	nt	13	-3	4
COC(=O)c1sccc1NC(=O)CSc1ccccc1NS(=O)(=O)c1ccc(Br)cc1
    5	0.3	-5	-3	0	-3	-0.4	1	5	3
CCOC(=O)c1cnn(-c2ccc(C)cc2)c1N
    -2	0.0	77	-7	-3	-1	nt	11	0	44*
CCOC(=O)c1c(N)c(C#N)c2n1CCCC2
    -5	0.2	1	2	2	3	-0.1	2	0	-5
Cc1[nH]n(C(N)=S)c(=O)c1N=Nc1cc(-c2ccc(Br)cc2)[nH]n1
    12	-0.1	31	1	nt	-1	-0.4	1	-5	7
COc1ccc(N2C(=O)CCC(C(=O)NCc3ccccn3)C2c2ccc(OC)c(OC)c2)cc1 (configuration not stated)
    -2	1.2	0	0	-5	9	-1.6	-7	4	nt
CC1=C(C(=O)N2CCOCC2)C(c2c(F)cccc2F)NC(=O)N1 (configuration not stated)
    0	3.9	7	-1	11	-2	-0.2	0	1	-1
COc1cc(/C=N/NC(=O)C(=O)NCC2CCCO2)cc(Cl)c1O (configuration not stated)
    13	0.1	-1	-4	2	-4	9.5	9	2	-1
CC1=CC(=O)O[C@@H]1[C@@]1(C)C[C@H]2OC(=O)C[C@H]3[C@@H](C)C(=O)C(O)=C1[C@@]23CO
    4	-2.7	3	-3	1	6	-0.4	0	-9	-2
CCOCCOC(=O)c1[nH]c2c(c1C)C(=O)CC(c1ccccc1)C2 (configuration not stated)
    9	0.7	-23	-5	-1	-12	-0.7	-2	-2	-13
COc1ccc(-c2nnc3c4ccccc4c(C)nn23)cc1
    19	-7.7	18	nt	2	1	-12	0	-80	47*
COc1ccc(OC)c(/C=N/NC(=O)CCc2ccc(O)c(O)c2)c1
    -21	-1.5	-7	1	2	5	-4.0	2	-3	-4
CCC(=O)Nc1cc2c(cc1C(C)=O)OCCO2
    -10	-2.0	-4	-2	-1	-2	nt	10	7	0
O=C(/C=C\c1ccc2c(c1)OCO2)NC1(C(=O)Nc2ccc3c(c2)OCCO3)CCCCC1
    6	0.6	-2	nt	-4	0	-0.8	-2	-1	nt
O=C(Nc1ccc(S(=O)(=O)N2CCc3ccccc32)cc1)c1ccco1
    3	-0.7	-4	-3	3	1	-4.2	-4	-5	nt
Cc1ccn(C)c(=N)c1
    -4	1.0	5	-2	5	2	-0.3	3	3	2
CC1(C)CC(=O)C=C(c2ccc(Oc3ccccc3)cc2)C1
    -1	-0.6	70	0	-1	0	-0.5	10	0	26
CCCCN(C(=O)COc1ccc(C)cc1OC)c1c(N)n(CCC)c(=O)[nH]c1=O
    -4	0.5	-29	-8	-3	-1	-3.5	1	-1	1
Cn1cc(CN2CCN(c3cnccn3)CC2)c(-c2cccc(Cl)c2)n1
    7	-2.9	-12	0	3	-1	-0.7	-1	2	-2
Cc1ccccc1NC(=O)CSc1nn2c(=O)c(C)nnc2s1
    1	0.7	12	-1	4	-3	-1.4	-8	-1	3
CS(=O)(=O)Nc1ccc(C(=O)Nc2ccc(S(=O)(=O)N3CCCC3)cc2)cc1
    -7	0.4	6	-1	-5	0	-3.6	2	-14	-1
O=C1OC(c2ccco2)=N/C1=C\c1ccc(-c2cccc(C(F)(F)F)c2)o1
    3	-2.5	-12	-2	-5	-3	-0.9	13	-3	-1
Cc1ccc(S(=O)(=O)NCC23C=CC(O2)C2C(=O)N(c4ccccc4)C(=O)C23)cc1 (configuration not stated)
    5	-1.5	-9	0	5	0	-1.8	1	-4	-1
COCCNC(=O)C(c1ccccc1)N(C(=O)Cn1nnc2ccccc21)c1cccnc1 (configuration not stated)
    -4	-1.3	8	3	2	4	-1.6	-2	-6	nt
Cc1ccc(Cn2nnc3c(=O)[nH]c(C4CCN(S(=O)(=O)c5cc(C)ccc5C)CC4)nc32)cc1
    3	-5.3	-3	0	5	-2	-0.1	-6	-5	nt
CCOc1ccc2nc(COC(=O)c3ccco3)c(C(C)=O)[n+]([O-])c2c1
    -1	0.3	3	-2	6	-1	-0.7	-2	-9	-2
CC(C)C(NC(=O)c1ccccc1)C(=O)OCC(=O)N1CCN(c2ccccc2)CC1 (configuration not stated)
    -2	1.2	-2	nt	0	3	-0.9	0	-4	0
CCc1cccc(NC(=O)C2CCN(S(=O)(=O)c3cccs3)CC2)c1
    4	-14	0	-4	7	1	-1.1	7	8	nt
COc1ccc(OC)c(N(CC(=O)Nc2ccccc2)S(C)(=O)=O)c1
    2	-0.4	-15	-2	-2	-1	-2.1	-6	-2	-4
O=C(Nc1ccccc1)NC(Cc1ccc(O)cc1)C(=O)O (configuration not stated)
    19	1.4	0	nt	0	0	-0.6	-12	0	0
CCCS(=O)(=O)N1CCN(c2cc3c(cc2[N+](=O)[O-])n(C)c(=O)n3C)CC1
    2	1.6	-3	6	10	4	-4.4	-7	-6	-1
COc1ccc(C(CC(=O)O)NC(=O)c2ccccc2)cc1OC (configuration not stated)
    7	0.7	-4	-3	-4	0	1.0	-8	5	nt
CCOc1ccccc1N(CC(=O)Nc1cccc2ccccc12)S(C)(=O)=O
    -10	0.3	0	-6	5	2	nt	8	-9	-1
COc1cccc(NC(=O)CN2CCN(c3ccccc3F)CC2)c1
    -50	-0.1	nt	nt	5	4	-0.2	5	0	nt
CC(C)(C)C(=O)NC(=S)N1CCOCC1
    8	-1.6	1	7	4	-3	0.3	0	4	-1
Cc1cc(NC(=O)COC(=O)[C@@H](NS(=O)(=O)c2ccc(Br)cc2)C(C)C)no1
    1	-1.1	-1	-2	-2	-1	-3.9	-8	-2	0
Cc1ncc(CC(=O)n2cc(C(=O)c3cc(Cl)ccc3O)cn2)s1
    2	-0.9	8	1	-3	9	-5.2	-2	-12	nt
Cn1c(N)c(C(=O)COC(=O)CCCc2nc3ccccc3s2)c(=O)n(C)c1=O
    7	1.8	0	2	-2	2	-8.5	-11	-2	0
C=CCOC(=O)N1CCN(c2cccc(C(F)(F)F)c2)CC1
    7	-1.0	nt	-4	7	-4	nt	-5	-2	-5
COc1ccc(-c2csc(N(CCCN(C)C)C(=O)c3cccs3)n2)cc1
    -15	-3.3	21	-2	4	-1	-1.2	-4	10	-5
Cc1ccc(CNCC(=O)Nc2ccc(C)cc2Br)cc1
    7	0.1	3	2	1	-3	-0.6	9	-4	1
CCOc1ccccc1NC(=O)CSc1ccccc1
    15	-1.9	nt	-4	1	-6	-3.1	7	-6	1
CCOC(=O)c1cc2sccc2n1CC(=O)Nc1ccc(OC)cc1OC
    2	0.0	-10	0	-2	2	-0.4	1	-1	-3

(next part)
Fields – Rtt109 HAT inh	CDK5 inh	MITF act	CAL PDZ FP-1	RTF Ca sens act	V-ATPase pH	CAL PDZ FP-2	Tat transport	dFosB act	Wnt bcat act
COC1=NC2=NCCN2C(OC)=N1
    8	1.0	4	nt	0	1	-0.8	0	-4	-2
CN(C)CC/C=C1\c2ccccc2CSc2ccccc21
    10	1.5	3	-7	-3	5	-0.4	-12	-2	4
COc1ccc(C)cc1NC(=O)CN1CCN(S(=O)(=O)c2ccc3ccccc3c2)CC1
    -4	1.7	-1	nt	-1	0	-1.6	4	-6	0
O=[N+]([O-])c1ccc(Cl)c(/C=N/n2c(COc3ccccc3)n[nH]c2=S)c1
    5	0.0	-7	9	-4	-4	0.0	-2	3	2

From PubChem BioAssay
